Assay outcomes (PubChem BioAssay)
Mdm2 ligase inh: blocks human Mdm2 ubiquitin ligase activity; Q00987; AID 1230; cell-based MDM2 ubiquitination luciferase reporter, 2 h; 0 = plate control, 100 = twice control, blank-subtracted; signal enhancement, % at 5 µM; 0.11% of 210,000 active;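 active = signal enhancement of 30% or more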;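 also: luminescence tracks abundance of the self-degrading MDM2-luciferase fusion protein; higher signal means inhibition of MDM2 E3 ligase activity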
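Assay system: stable mammalian line carrying autodegrading MDM2–luciferase fusion reporter; amount: 2000 cells seeded into each well; buffer or medium: DMEM; benchmarks: plate control and blank wells; signal: luciferase luminescence; timing: 2 h compound exposure at 37 °C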
PERK inhibitor: blocks human PERK kinase. Q9NZJ5. CHO PERK-DD fusion, SEAP luminescence translation reporter. inhibition, % at 5.6 µM. 0.17% of 220,000 active. AID 1416;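 active = inhibition above the mean inhibition of all tested compounds plus 3 SD, set separately per screening campaign, cut at about 2.9% in these data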;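 also: PERK kinase domain activated by AP20187 dimerizer at 100 nM; 0% = DMSO with dimerizer and 100% = rapamycin at 8.4 µM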
Rad51 HR inh: Rad51 (human) homologous recombination inhibition; Q06609; hRad51 DNA strand exchange, fluorescence dequenching; inhibition, % at 10 µM; 0.085% of 200,000 active;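 active = inhibition above 40% at the single screening dose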;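 also: 0% = DMSO control wells and 100% = blanks with heterologous ssDNA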
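Assay system: Human Rad51 nucleoprotein filaments preassembled on unlabelled ssDNA | Reagent: Donor/quencher-labelled 47-bp dsDNA substrate | Doses: One concentration, 10 µM final | Times: 37 °C 15-min filament assembly, 30-min compound preincubation, 15-min exchange | Technique: Fluorescein emission 520 nm, excitation 485 nm | Benchmarks: Plate control and blank wells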
L929 necroptosis: L929 zVAD cell death inhibition; L929 zVAD necroptosis rescue, ATP luminescence, 24 h; with zVAD 60 µM; 0.38% of 220,000 active; viability rescue, % at 10 µM; AID 1377;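 active = activation, scaled between plate controls, above about 75%, limit read from the data; inactive = activation under that limit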;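 also: 0% = zVAD with DMSO and 100% = DMSO alone without zVAD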
eIF4E-4G inh: blocks eIF4E binding to eIF4G; AID 782; inhibition, % at 21.7 µM; 0.37% of 220,000 active; TR-FRET eIF4E-eIF4GI(517-606) binding, 2 h; P63073+Q04637;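 active = inhibition above about 30%, limit read from the data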;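 also: 0% = full FRET control wells and 100% = background wells lacking eIF4GI fragment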
Target sequence (P63073 whole entry, looked up, the tested form may be a part): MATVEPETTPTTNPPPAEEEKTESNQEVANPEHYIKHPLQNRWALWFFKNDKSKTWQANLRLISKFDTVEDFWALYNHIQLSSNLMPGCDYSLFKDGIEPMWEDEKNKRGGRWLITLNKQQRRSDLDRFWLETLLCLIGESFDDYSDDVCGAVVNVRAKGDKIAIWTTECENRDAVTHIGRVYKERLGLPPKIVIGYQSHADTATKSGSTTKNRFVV
Target sequence (Q04637 whole entry, looked up, the tested form may be a part): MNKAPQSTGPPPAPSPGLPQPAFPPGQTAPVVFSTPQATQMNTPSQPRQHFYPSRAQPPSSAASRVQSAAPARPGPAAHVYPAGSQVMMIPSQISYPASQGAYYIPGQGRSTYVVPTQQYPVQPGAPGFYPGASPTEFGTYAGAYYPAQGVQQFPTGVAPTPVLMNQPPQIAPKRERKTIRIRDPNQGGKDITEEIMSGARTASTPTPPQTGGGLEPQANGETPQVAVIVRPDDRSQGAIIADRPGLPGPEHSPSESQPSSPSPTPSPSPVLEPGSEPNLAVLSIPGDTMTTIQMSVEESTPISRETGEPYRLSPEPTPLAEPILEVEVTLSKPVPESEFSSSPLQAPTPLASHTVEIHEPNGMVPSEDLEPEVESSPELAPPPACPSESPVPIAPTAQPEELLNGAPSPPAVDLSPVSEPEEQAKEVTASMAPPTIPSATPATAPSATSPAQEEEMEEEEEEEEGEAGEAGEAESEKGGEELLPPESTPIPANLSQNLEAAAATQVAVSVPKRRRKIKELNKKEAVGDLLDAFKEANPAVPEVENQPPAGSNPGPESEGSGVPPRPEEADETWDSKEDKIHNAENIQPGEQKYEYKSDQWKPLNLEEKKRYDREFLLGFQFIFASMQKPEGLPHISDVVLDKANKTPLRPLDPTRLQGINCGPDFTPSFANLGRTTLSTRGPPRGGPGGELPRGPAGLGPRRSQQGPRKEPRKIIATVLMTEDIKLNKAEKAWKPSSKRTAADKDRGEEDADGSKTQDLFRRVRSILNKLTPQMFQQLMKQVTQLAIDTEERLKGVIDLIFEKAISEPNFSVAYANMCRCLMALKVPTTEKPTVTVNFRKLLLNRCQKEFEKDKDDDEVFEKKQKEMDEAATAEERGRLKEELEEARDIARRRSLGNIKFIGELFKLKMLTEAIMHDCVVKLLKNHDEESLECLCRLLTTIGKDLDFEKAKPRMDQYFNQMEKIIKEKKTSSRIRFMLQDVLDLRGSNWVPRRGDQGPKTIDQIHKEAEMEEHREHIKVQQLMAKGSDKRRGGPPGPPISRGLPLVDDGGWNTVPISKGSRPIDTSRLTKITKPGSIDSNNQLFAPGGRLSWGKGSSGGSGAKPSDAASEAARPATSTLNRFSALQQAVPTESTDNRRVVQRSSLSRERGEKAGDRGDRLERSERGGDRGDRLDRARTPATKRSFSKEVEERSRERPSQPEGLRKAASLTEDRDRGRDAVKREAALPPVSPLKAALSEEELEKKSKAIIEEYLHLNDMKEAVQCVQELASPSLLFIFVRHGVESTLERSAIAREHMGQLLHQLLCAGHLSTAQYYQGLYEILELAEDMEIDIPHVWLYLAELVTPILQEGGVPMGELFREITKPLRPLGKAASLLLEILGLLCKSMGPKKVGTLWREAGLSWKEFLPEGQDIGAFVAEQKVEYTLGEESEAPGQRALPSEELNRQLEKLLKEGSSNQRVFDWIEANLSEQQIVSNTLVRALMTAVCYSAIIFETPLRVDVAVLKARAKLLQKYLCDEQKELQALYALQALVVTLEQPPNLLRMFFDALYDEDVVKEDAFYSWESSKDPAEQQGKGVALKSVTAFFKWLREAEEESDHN
TNF death inh: blocks TNF-alpha induced death of Jurkat FADD-/- cells | Jurkat FADD-/- TNF necroptosis rescue, ATP luminescence, 24 h; 0 = TNF only, 100 = no-TNF cells | activation (protection from cell death), % at 10 µM | 0.068% of 220,000 active;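 active = activation, meaning protection from cell death, of at least 50% relative to plate controls; inactive = activation below 50%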;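 also: necroptosis triggered by 40 ng/mL TNF-alpha added together with compound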
Calpain2 inh: blocks pig calpain II enzyme activity | purified calpain II, fluorogenic peptide substrate, 30 min | inhibition, % at 16 µM | 0.37% of 220,000 active | AID 1236;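 active = inhibition above about 50%, limit read from the data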
EBV gp42 inh: inhibitors of Epstein-Barr virus glycoprotein 42. Q1HVG2. Fluorescence polarization binding assay, mP read-out. inhibition, % (tested at 21.74 µM). 0.42% of 220,000 active; in the data active = inhibition above about 50%
Cl transport mod: modulators of human KCC2 chloride dependent transport; AID 1456; 2.2% of 190,000 active; KCC2 cells, thallium flux FluoZin-2 fluorescence; B-score of Tl+ flux slope (higher = more flux/activation; lower = inhibition) at 10 µM; Q9H2X9;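 active = thallium flux slope and its plate-corrected score both differing from the plate sample mean at a set confidence after two filtering rounds, in either direction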;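 also: slope of fluorescence scaled to starting intensity during 10 to 20 s after thallium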
The depositor's hits bear a star; [ ] = remark or other dose. Compounds as they come; any-hit rate near 3.6%.

How did Nc1c(N2CCOCC2)cc(Cl)c2nonc12 do in these assays?
Mdm2 ligase inh: -7.7; PERK inhibitor: 1.4; Rad51 HR inh: 6.9; L929 necroptosis: -0.3; eIF4E-4G inh: 10.9[fluorescence artefact?]; TNF death inh: -3.5; Calpain2 inh: 26.0; EBV gp42 inh: -7.8; Cl transport mod: -0.272

What do the screens show for `O=C(Nc1ccc(S(=O)(=O)NC2=NCCCCC2)cc1)c1ccccc1Cl`?
Mdm2 ligase inh: -48.0; PERK inhibitor: -0.9; Rad51 HR inh: 0.1; L929 necroptosis: 0.2; eIF4E-4G inh: -5.5; TNF death inh: -0.8; Calpain2 inh: -18.9; EBV gp42 inh: -11.9; Cl transport mod: 1.61

How did COc1ccccc1-c1nnc(SCc2ccccn2)n1C do in these assays?
Mdm2 ligase inh: -12.9; PERK inhibitor: 0.7; Rad51 HR inh: 0.5; L929 necroptosis: -0.4; eIF4E-4G inh: -3.4; TNF death inh: -2.3; Calpain2 inh: -11.5; EBV gp42 inh: -14.2; Cl transport mod: 1.37

What do the screens show for `COCCN1CN=C(Nc2nc3ccccc3s2)NC1`?
Mdm2 ligase inh: -32.1; PERK inhibitor: -0.1; Rad51 HR inh: -6.2; L929 necroptosis: 0.9; eIF4E-4G inh: 0.1; TNF death inh: 0.0; Calpain2 inh: -8.3; EBV gp42 inh: -17.7

Results for CNc1cnn(-c2ccc(C)cc2)c(=O)c1Cl ?
Mdm2 ligase inh: -22.8; PERK inhibitor: 0.8; Rad51 HR inh: 10.4; L929 necroptosis: -0.3; eIF4E-4G inh: 5.0; TNF death inh: -1.8; Calpain2 inh: 6.7; EBV gp42 inh: -3.8

How did O=C(Nc1ccc(Nc2ccccc2)cc1)C(Cl)Cl do in these assays?
Mdm2 ligase inh: 6.0; PERK inhibitor: 1.2; Rad51 HR inh: 0.9; L929 necroptosis: 10.0; eIF4E-4G inh: 22.2; TNF death inh: 5.4; Calpain2 inh: 23.4; EBV gp42 inh: -9.2; Cl transport mod: -3.55

How did O=C(CSc1nc2ccccc2s1)N1CCCCC1 do in these assays?
Mdm2 ligase inh: -12.0; PERK inhibitor: 0.1; Rad51 HR inh: -1.4; L929 necroptosis: -0.5; eIF4E-4G inh: 5.2; TNF death inh: 0.9; Calpain2 inh: -35.3; EBV gp42 inh: -8.0; Cl transport mod: -0.0361

Results for CCC(c1nnnn1Cc1ccc(F)cc1)N1CCN(C)CC1 (centres undefined) ?
Mdm2 ligase inh: -11.5; PERK inhibitor: 1.5; Rad51 HR inh: 14.1; L929 necroptosis: 0.4; eIF4E-4G inh: 4.1; TNF death inh: 0.3; Calpain2 inh: 0.2; EBV gp42 inh: -16.8; Cl transport mod: -0.385

How did CCN1C(=O)c2ccc(C(=O)NCc3ccc4c(c3)OCO4)cc2C1=O do in these assays?
Mdm2 ligase inh: -2.6; PERK inhibitor: 1.5; Rad51 HR inh: 4.2; eIF4E-4G inh: 0.3; TNF death inh: 0.6; Calpain2 inh: -15.9; EBV gp42 inh: -11.1; Cl transport mod: -0.0101

What do the screens show for `Cc1ccc(Cn2nc(C)c(/C=N/NC(=O)c3cccnc3)c2C)cc1`?
Mdm2 ligase inh: -1.9; PERK inhibitor: 0.8; Rad51 HR inh: -8.6; L929 necroptosis: 0.0; eIF4E-4G inh: 0.2; TNF death inh: 11.1; Calpain2 inh: -18.1; EBV gp42 inh: -6.3; Cl transport mod: -0.363

How did O=c1[nH]c2cc3c(cc2cc1CN(Cc1cccs1)Cc1nnnn1Cc1ccco1)OCCO3 do in these assays?
Mdm2 ligase inh: -0.4; PERK inhibitor: -0.6; Rad51 HR inh: -16.6; L929 necroptosis: -0.2; eIF4E-4G inh: 0.6; TNF death inh: -6.8; Calpain2 inh: -319.8; EBV gp42 inh: -6.8; Cl transport mod: -1.09

How did Cc1noc(C)c1CSc1nc2ccccc2c(=O)n1-c1ccc(Cl)cc1 do in these assays?
Mdm2 ligase inh: 3.9; PERK inhibitor: -2.9; Rad51 HR inh: 1.0; L929 necroptosis: -0.5; eIF4E-4G inh: 13.9[fluorescence artefact?]; TNF death inh: -6.8; Calpain2 inh: -10.2; EBV gp42 inh: -12.7

How did COc1ccc(N2CCN(CC(=O)Nc3ccccc3SC)CC2)cc1 do in these assays?
Mdm2 ligase inh: -8.9; PERK inhibitor: -1.6; Rad51 HR inh: -0.4; L929 necroptosis: -0.1; eIF4E-4G inh: 8.3; TNF death inh: 0.1; Calpain2 inh: 30.0; EBV gp42 inh: 8.9; Cl transport mod: -0.016

Results for COc1cccc(NC(C(=O)Nc2cccc(C(C)=O)c2)c2ccccc2)c1 (centres undefined) ?
Mdm2 ligase inh: -13.2; PERK inhibitor: -1.8; Rad51 HR inh: 2.6; L929 necroptosis: 0.6; eIF4E-4G inh: -27.7[fluorescence artefact?]; TNF death inh: 2.7; Calpain2 inh: 12.1; EBV gp42 inh: -25.9; Cl transport mod: 0.441

What do the screens show for `CC(C(=O)NN)n1nnc(N2CCOCC2)n1` (centres undefined)?
Mdm2 ligase inh: -3.2; PERK inhibitor: -0.6; Rad51 HR inh: 9.2; L929 necroptosis: 0.6; eIF4E-4G inh: 0.7; TNF death inh: 0.5; Calpain2 inh: -18.1; EBV gp42 inh: -3.7; Cl transport mod: 0.298

Results for Cc1ccc(/C=c2/sc3n(c2=O)CCCN=3)o1 ?
Mdm2 ligase inh: 6.3; PERK inhibitor: 0.9; Rad51 HR inh: -3.2; eIF4E-4G inh: -0.5; TNF death inh: -1.5; Calpain2 inh: -5.0; EBV gp42 inh: -14.7; Cl transport mod: -0.519

What do the screens show for `Cc1ccc(/C=C/C(=O)Nc2nnc(SCc3ccc(C#N)cc3)s2)o1`?
Mdm2 ligase inh: 12.2; PERK inhibitor: 0.3; Rad51 HR inh: -24.1; L929 necroptosis: 0.3; eIF4E-4G inh: -2.5; TNF death inh: 4.3; Calpain2 inh: -9.8; EBV gp42 inh: -12.4; Cl transport mod: -0.23

How did Cc1cccc(-n2cc(-c3ccccc3)c3c(NN4CCOCC4)ncnc32)c1 do in these assays?
Mdm2 ligase inh: -4.5; PERK inhibitor: -1.4; Rad51 HR inh: -4.7; L929 necroptosis: 0.3; eIF4E-4G inh: 6.0[fluorescence artefact?]; TNF death inh: 0.6; Calpain2 inh: 24.6; EBV gp42 inh: 16.1; Cl transport mod: -0.629

What do the screens show for `Cc1ccc2nc(N/N=C/c3ccccc3F)nc(-c3ccccc3)c2c1`?
Mdm2 ligase inh: -3.0; PERK inhibitor: 0.3; Rad51 HR inh: -3.3; L929 necroptosis: 1.7; eIF4E-4G inh: 2.9; TNF death inh: 2.4; Calpain2 inh: 4.1; EBV gp42 inh: -11.3; Cl transport mod: -0.499

What do the screens show for `COc1cccc(/C=N/NC(=O)CC2C(=O)NN=C2C)c1OC` (centres undefined)?
Mdm2 ligase inh: -8.8; PERK inhibitor: 0.5; Rad51 HR inh: 5.0; L929 necroptosis: -0.1; eIF4E-4G inh: -8.9; TNF death inh: -3.3; Calpain2 inh: -123.8; EBV gp42 inh: -5.5; Cl transport mod: 1.54

How did CCn1c2ccc(F)cc2c2nnc(NN)nc21 do in these assays?
Mdm2 ligase inh: -7.3; PERK inhibitor: -0.2; L929 necroptosis: 2.1; eIF4E-4G inh: -5.2[fluorescence artefact?]; TNF death inh: 0.6; Calpain2 inh: 22.6; EBV gp42 inh: -0.4; Cl transport mod: -3.31

Results for O=C(COc1ccccc1/C=C1\SC(=O)NC1=O)Nc1ccc(F)cc1 ?
Mdm2 ligase inh: -16.0; PERK inhibitor: 0.6; Rad51 HR inh: 11.3; L929 necroptosis: 2.0; eIF4E-4G inh: -10.2; TNF death inh: -0.9; Calpain2 inh: -42.3; EBV gp42 inh: -3.8; Cl transport mod: -3.14*

Results for CN(C)c1ccc([N+](=O)[O-])cc1C(=O)O ?
Mdm2 ligase inh: -9.4; PERK inhibitor: -0.5; Rad51 HR inh: -0.4; L929 necroptosis: 2.3; eIF4E-4G inh: 1.7; TNF death inh: 1.9; Calpain2 inh: 44.8; EBV gp42 inh: -7.5; Cl transport mod: -0.149

How did O=C(Nc1ccc(F)cc1)Nc1ccc(N2CCOCC2)c2nonc12 do in these assays?
Mdm2 ligase inh: 0.5; PERK inhibitor: -0.3; Rad51 HR inh: 15.1; L929 necroptosis: 7.0; eIF4E-4G inh: 3.4; TNF death inh: 2.4; Calpain2 inh: 2.0; EBV gp42 inh: 1.2; Cl transport mod: 0.0463

What do the screens show for `Cc1cc(C)c2oc(-c3ccc(C)c(NC(=S)NC(=O)c4cccs4)c3)nc2c1`?
Mdm2 ligase inh: -15.7; PERK inhibitor: 1.4; Rad51 HR inh: 4.1; L929 necroptosis: 0.0; eIF4E-4G inh: 13.7; TNF death inh: -5.3; Calpain2 inh: -32.8; EBV gp42 inh: -21.6; Cl transport mod: 1.67

Results for CC1CN(S(=O)(=O)N2CCOCC2)CCN1S(=O)(=O)N1CCOCC1 (centres undefined) ?
Mdm2 ligase inh: -2.0; PERK inhibitor: -0.9; Rad51 HR inh: 6.6; L929 necroptosis: 3.9; eIF4E-4G inh: -1.6; TNF death inh: 0.4; Calpain2 inh: 25.0; EBV gp42 inh: -12.3; Cl transport mod: 0.172

Results for O=C(NNc1ccccc1Br)C(=O)n1ccc2ccccc21 ?
Mdm2 ligase inh: 7.7; PERK inhibitor: 0.6; Rad51 HR inh: 19.0; L929 necroptosis: 0.0; eIF4E-4G inh: -15.3[fluorescence artefact?]; TNF death inh: -1.6; Calpain2 inh: 21.8; EBV gp42 inh: 23.3; Cl transport mod: 12.4*

What do the screens show for `CCOc1ccc(/C=C2\SC(=S)N(CCC(=O)O)C2=O)cc1`?
Mdm2 ligase inh: -16.4; PERK inhibitor: 0.3; L929 necroptosis: -0.2; eIF4E-4G inh: -3.6; TNF death inh: -0.4; Calpain2 inh: 21.6; EBV gp42 inh: -5.1; Cl transport mod: -0.684

Results for CC(OC(=O)c1cccc(S(=O)(=O)Nc2ccccc2F)c1)C(=O)NCc1ccc2c(c1)OCO2 (centres undefined) ?
Mdm2 ligase inh: -11.4; PERK inhibitor: -0.2; Rad51 HR inh: -0.2; L929 necroptosis: 2.5; eIF4E-4G inh: 2.8; TNF death inh: 3.7; Calpain2 inh: -5.3; EBV gp42 inh: -1.6; Cl transport mod: -0.458

Results for COC(=O)c1ccc(NS(=O)(=O)c2ccc(SC)cc2)cc1 ?
Mdm2 ligase inh: -4.4; PERK inhibitor: 0.8; Rad51 HR inh: 0.0; L929 necroptosis: -0.2; eIF4E-4G inh: 5.9; TNF death inh: 0.2; Calpain2 inh: -2.7; EBV gp42 inh: -22.7; Cl transport mod: -1.11

Results for N#Cc1cc2sc3nnc(-c4ccncc4)n3c2cc1C#N ?
Mdm2 ligase inh: 1.4; PERK inhibitor: 0.7; Rad51 HR inh: 9.6; L929 necroptosis: 12.3; eIF4E-4G inh: 9.2; TNF death inh: -0.3; Calpain2 inh: 7.5; EBV gp42 inh: -5.3; Cl transport mod: -0.345
